# CHT allo act: allosterically activates the human high affinity choline transporter; B-score at 10 µM; Q9GZV3; hit rate 0.49% among 310,000; AID 488977; CHT-expressing cells, membrane potential dye, choline EC20; stronger effect = higher value; LV-AA mutant CHT in HEK293 cells;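 active = initial fluorescence not abnormally high and integrated response B-score, plate-corrected, over 3 SD above library mean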
# Target sequence (Q9GZV3 whole entry, looked up): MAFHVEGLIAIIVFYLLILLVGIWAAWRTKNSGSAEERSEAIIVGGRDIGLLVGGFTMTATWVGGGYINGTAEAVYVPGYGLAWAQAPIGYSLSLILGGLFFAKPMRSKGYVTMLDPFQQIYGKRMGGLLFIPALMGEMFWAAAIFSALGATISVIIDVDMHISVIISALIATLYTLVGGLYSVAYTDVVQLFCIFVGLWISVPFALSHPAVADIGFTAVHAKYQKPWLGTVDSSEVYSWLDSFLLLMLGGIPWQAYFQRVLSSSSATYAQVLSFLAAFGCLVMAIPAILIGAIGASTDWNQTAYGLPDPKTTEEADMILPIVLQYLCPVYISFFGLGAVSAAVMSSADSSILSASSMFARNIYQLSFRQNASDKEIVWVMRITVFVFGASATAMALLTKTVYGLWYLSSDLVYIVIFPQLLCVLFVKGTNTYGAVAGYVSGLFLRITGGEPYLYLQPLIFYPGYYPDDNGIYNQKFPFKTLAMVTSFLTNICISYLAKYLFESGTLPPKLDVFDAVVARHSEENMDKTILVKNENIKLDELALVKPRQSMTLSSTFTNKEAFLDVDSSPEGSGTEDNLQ
# CHT inh: inhibitors of human choline transporter CHT; B-score at 10 µM; CHT-expressing cells, membrane potential dye, choline response; stronger effect = lower value; hit rate 0.86% among 310,000; Q9GZV3;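 active = B-score over 3 SD under the library average, and starting fluorescence ratio not unusually high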;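 note: choline stimulus applied at its EC90 after an EC20 pre-addition; B-score computed on integrated fluorescence ratio after choline addition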
# Starred values were filed as active, the others as inactive; i = inactive.
# Results follow in this order: CHT allo act | CHT inh
1: O=C(Cc1cccs1)Nc1cc(SCCO)cc([N+](=O)[O-])c1
 : i | i
2: O=C(O)COc1ccc(Br)cc1/C=C1/SC(=O)N(CC(=O)N2CCCC2)C1=O
 : i | i
3: CCCn1c(SCC(=O)NC2CCCC2)nnc1C(C)C
 : i | i
4: Cn1c(COc2ccc(F)cc2)nnc1SCC(=O)NC1CC1
 : i | i
5: Cc1cc(N2CCCCCC2)nc2ccc(F)cc12
 : i | i
6: CN(C)c1nc(OCCOC(=O)Nc2ccc(Cl)cc2Cl)nc(N(C)C)n1
 : i | i
7: COc1ccc(S(=O)(=O)N2CCN(C(=O)[C@@H]3CCC(=O)N3C3OC(=O)c4ccccc43)CC2)cc1 (stereo not given in full)
 : i | i
8: O=C(NNS(=O)(=O)c1cc(Cl)c(Cl)cc1Cl)c1cccnc1
 : i | i
9: O=C(COc1cccc(C(F)(F)F)c1)N1CCN(c2ccccc2O)CC1
 : i | i
10: CCOc1ccccc1NC(=O)CN(c1nccs1)S(=O)(=O)c1ccc(N)cc1
 : i | i
11: O=C(CN1C(=O)NC2(CCOc3ccccc32)C1=O)Nc1cccc(Cl)c1 (stereo not given)
 : i | i
12: Cn1cc(Br)c(C(=O)Nc2sc3c(c2C(N)=O)CCCC3)n1
 : i | i
13: Cc1ccnc(NC(=O)c2ccc(NC(=O)c3ccco3)cc2)c1
 : i | i
14: Cc1sc2c(c1C)c(=O)n(-c1ccccc1)c1nnc(C)n21
 : i | i
15: O=C(NC(=S)NCC1CCCO1)c1ccccc1Br (stereo not given)
 : i | i
16: CCOc1cc(NC(=S)NCC2CCCO2)c(OCC)cc1NC(=O)c1ccc(OC)cc1 (stereo not given)
 : i | i
17: COc1cc(Cl)c(C)cc1NC(=O)c1ccccc1NC(=O)CN1CCOCC1
 : i | i
18: C=CCNc1nc2c(c(=O)[nH]c(=O)n2C)n1CCCCC
 : i | i
19: COc1ccc2[nH]c(C)c(CN3CCC(C)CC3)c(=O)c2c1
 : i | i
20: Cc1cc(CNC(=O)c2cc(Br)ccc2Cl)nn1C
 : i | i
21: Nc1n[nH]c(CO)n1
 : i | i
22: CCCn1c(=O)c2ccccc2n2c(SCc3cc(=O)oc4ccc5ccccc5c34)nnc12
 : i | i
23: Cc1nc(SCn2nnc3ccccc3c2=O)nc(C)c1C
 : i | i
24: COc1ccc(NC(=S)N2CCCN(Cc3cc(C)ccc3C)C2)cc1
 : i | i
25: CN(C)c1ccc(/C=N/NC(=O)C(=O)/C=C2\NC3(CCCC3)Cc3ccccc32)cc1
 : 6.7* | i
26: COc1cccc(C(=O)Nc2cc3c(cc2C(C)=O)OCCO3)c1
 : i | i
27: COc1ccc(Cc2nnc(N=Nc3c(O)[nH]c4ccc(Br)cc34)[nH]c2=O)cc1
 : i | i
28: CCCSc1nc(NCc2ccco2)c2c3c(sc2n1)COC(C)(C)C3
 : i | i
29: CCOc1ccccc1NC(=O)CCNS(=O)(=O)c1ccc2[nH]c(=O)oc2c1
 : i | i
30: COCCCNC(=S)N1CCCN(c2nc3cc(C)ccc3cc2C#N)CC1
 : i | i
31: CC(C)C(=O)Nc1cc(C(F)(F)F)ccc1-n1ccnc1
 : i | i
32: COc1ccc(C)cc1NC(=O)CNC(=O)Cn1ccc2ccccc2c1=O
 : i | i
33: CC(C)(C)n1nc2c(c1NC(=O)C1CC(=O)N(c3ccc(Cl)cc3)C1)CS(=O)(=O)C2 (stereo not given)
 : i | i
34: CCCn1c(=O)c(C(=O)NNC(=O)c2ccccc2[N+](=O)[O-])c(O)c2ccccc21
 : i | i
35: CCC1SC(=NC(=O)c2ccc(Cl)c(Cl)c2)NC1=O (stereo not given)
 : i | i
36: Cc1ccc(C(=O)c2oc3ccccc3c2NC(=O)c2cc(-c3cc(C)ccc3O)n[nH]2)cc1
 : i | i
37: CNC(=O)COc1ncnc2scc(-c3ccc(F)cc3)c12
 : i | i
38: CCOC(=O)Nc1ccc(S(=O)(=O)Nc2cc(C)on2)cc1
 : i | i
39: CC(=O)c1cccc(-n2c(CCC(=O)O)ccc2-c2cccs2)c1
 : i | i
40: O=[N+]([O-])c1c(Nc2ccc(Br)cc2)ccc2nonc12
 : i | i
41: COc1cc(C(=O)N2CCN(c3ccccc3OC)CC2)c([N+](=O)[O-])cc1OC
 : i | i
42: O=C(CN1C(=O)COc2ccc(Cl)cc21)N1CCc2ccccc21
 : i | i
43: CCOC(=O)C1CCCN(c2nc(C)nc3c2oc2ccccc23)C1 (stereo not given)
 : i | i
44: O=C(NCCCCc1ccccc1)c1ccccc1Br
 : i | i
45: CCOC(=O)C1CCN(S(=O)(=O)c2ccc3c(c2)CC(=O)N3)CC1
 : i | i
46: CCOc1ccc(C(c2c(NC(=O)c3ccccc3)sc(C)c2C)N2CCN(C)CC2)cc1 (stereo not given)
 : i | i
47: CCOc1ccc(NC(=O)CN(C)C(=O)c2cn(-c3ccc(F)cc3)nc2-c2cccc(OC)c2)cc1OCC
 : i | i
48: NS(=O)(=O)c1cccc(NC(=O)CC23CC4CC(C2)CC(CC(=O)Nc2cccc(S(N)(=O)=O)c2)(C4)C3)c1
 : i | i
49: CCCCOc1ccc(C2=CSC3=NCCN23)cc1[N+](=O)[O-]
 : i | i
50: CCOC(=O)C(C(C)=O)c1c(Br)c(O)c(O)c2c(C(=O)c3ccc(C)cc3)coc12 (stereo not given)
 : i | i
51: Cc1cccc(CN2CCN(Cc3ccco3)CC2)c1
 : i | i
52: O=C1SC(c2ccccc2)=N/C1=C/c1ccco1
 : i | i
53: CC1CN(c2nc(-c3ccc(Br)cc3)nnc2-c2ccccc2)CC(C)N1 (stereo not given)
 : i | i
54: CCCCN=c1scc(-c2ccc3c(c2)NC(=O)CO3)n1N=C1CCCC1
 : i | i
55: CCOc1ccc(Cn2nnc(C(=O)Nc3cc(OC)cc(OC)c3)c2N)cc1
 : i | i
56: COc1cc(/C=N/n2cnnc2)ccc1OCCOc1ccccc1
 : i | i
57: CN1CCN(c2nc3c(c(=O)[nH]c(=O)n3C)n2Cc2cccc3ccccc23)CC1
 : i | i
58: N=c1n(CCN2CCCCC2)c2ccccc2n1CC(=O)c1cccs1
 : i | i
59: O=C(OCCN1C(=O)c2cccc3c(N4CCOCC4)ccc(c23)C1=O)c1ccc(Cl)cc1Cl
 : i | i
60: CC(C)c1nc2oc3c(=O)[nH]cnc3c2c2c1COC(C)(C)C2
 : i | i

# Remaining list, next part:
# Results follow in this order: CHT allo act | CHT inh
61: CN(C)CCCNCC(=O)NN(c1ccccc1)c1ccccc1
 : i | i
62: Cc1ccccc1NS(=O)(=O)c1ccc(-c2ccc(=O)[nH]n2)o1
 : i | i
63: CCCSc1nnc2[nH]c(=O)cc(N)n12
 : i | i
64: CCOC(=O)c1c(-c2ccc(C)o2)csc1NC(=O)CN1CCN(CC)CC1
 : i | i
65: Cc1[nH]c2ccccc2c1C(=O)/C=C\c1ccccc1Cl
 : i | i
66: O=C(Cc1ccccc1)N1CCN(S(=O)(=O)c2cccc([N+](=O)[O-])c2)CC1
 : i | i
67: CNC(=O)c1ccsc1NC(=O)CS(=O)(=O)c1ccc(Cl)cc1
 : i | i
68: CCc1nnc(NC(=O)CSc2ccc(-c3ccc(C)cc3)nn2)s1
 : i | i
69: O=C(CSc1nccn1-c1ccc(F)cc1)Nc1ccc2c(c1)OCO2
 : i | i
70: COc1ccc(NC2=Nc3cccc4cccc2c34)cc1
 : i | i
71: CC(=O)OCc1cc2cccc(C)c2[nH]c1=O
 : i | i
72: COc1ccc(C(NC(=O)C2C3C=CC(C3)C2C(=O)O)c2ccccc2)cc1 (stereo not given)
 : i | i
73: O=C(/C=C/c1ccc([N+](=O)[O-])cc1)NCCN1C(=O)S/C(=C\c2ccc(F)cc2)C1=O
 : i | i
74: COc1ccc(-c2cc(-c3nnc(-c4ccncc4)o3)c3ccccc3n2)cc1
 : i | i
75: Cc1ccc(NS(=O)(=O)c2ccc(C(=O)N3CCOCC3)cc2)cc1
 : i | i
76: O=S1(=O)CC(NCc2ccccc2)C(Nc2ccc(Cl)cc2)C1 (stereo not given)
 : i | i
77: O=C(Cn1nnc(-c2ccc(Cl)cc2)n1)NCc1ccco1
 : i | i
78: CCN(CC)S(=O)(=O)c1ccc(NC2c3ncccc3C(=O)N2Cc2ccccc2)cc1 (stereo not given)
 : i | i
79: Cc1cc(Cl)ccc1OCCCC(=O)OCC(N)=O
 : i | i
80: CN(C)c1cccc(C(=O)N(Cc2ccccc2)Cc2ccccc2)c1
 : i | i
81: COc1ccc(CC(=O)NC(C)c2nnc(SCC(=O)c3ccc(Br)cc3)n2C)cc1 (stereo not given)
 : i | i
82: Cc1cccc(OCC(=O)Nc2ccc(CN3CCOCC3)cc2)c1C
 : i | i
83: CCOC(=O)c1ccc(NC(=O)CSc2nnc(CNC(=O)c3ccccc3F)o2)cc1
 : i | i
84: CC1SCC(=O)N(CC(=O)NC2CCCCC2)C1=O (stereo not given)
 : i | i
85: COCCn1c(SCC(=O)N2CC(C)OC(C)C2)nc2c([nH]c3ccccc32)c1=O (stereo not given)
 : i | i
86: Cc1ccc(NCc2ccc([N+](=O)[O-])s2)cc1
 : i | i
87: O=C(Nc1ccc(N2CCCC2)cc1)c1cccc(-c2cc3ccccc3oc2=O)c1
 : i | i
88: COc1ccc(/C(C)=N/NC(=O)c2cc(-c3cccnc3)nc3ccccc23)cc1
 : i | i
89: COc1ccc(-c2[nH]c(-c3ccccc3)nc2SCC(=O)NC2CCCC2)cc1
 : i | i
90: CN1CCN(c2ccc(C(=O)c3ccc(F)cc3)cc2)CC1
 : i | i
91: COc1ccc(-c2nc3oc4cc(OC)ccc4c(=O)c3c(=O)n2Cc2ccco2)cc1
 : i | i
92: Cc1c(Br)c([N+](=O)[O-])nn1CCCC(=O)Nc1sc2c(c1C#N)CCC2
 : i | i
93: Cc1cc(C)nc(NS(=O)(=O)c2ccc(NC(=O)c3ccccc3C)cc2)n1
 : i | i
94: CC(c1nccs1)N(C)C(=O)CCc1nnc(-c2ccc(-c3ccccc3)cc2)o1 (stereo not given)
 : i | i
95: CC1(C)CC(c2nc(-c3ccccc3)cs2)CCS1 (stereo not given)
 : i | i
96: O=[N+]([O-])c1ccc(Nc2ccc(F)cc2)cc1
 : i | i
97: CCOC(=O)Cc1csc(NC(=O)Cc2ccc(C)cc2)n1
 : i | i
98: O=C(Nc1ccc(Cl)cn1)C1CCCN(c2ncnc3c2nc2n3CCCCC2)C1 (stereo not given)
 : i | -6*
99: Cc1c(NC(=O)C(C)n2cc([N+](=O)[O-])cn2)c(=O)n(-c2ccccc2)n1C (stereo not given)
 : i | i
100: COc1ccc(CCC(=O)Nc2ccc(Cl)c(S(=O)(=O)N3CCCC3)c2)cc1
 : i | i
101: Cc1ccc(NC2=CC(=O)CCC2)cc1C
 : i | i
102: CNC(C)C#Cc1c(-c2cc(OC)c(OC)c(OC)c2)noc1C (stereo not given)
 : i | i
103: COc1ccc(OC)c(NC(=O)CSc2nnc(CNC(=O)c3cccs3)o2)c1
 : i | i
104: CCCCn1c(SCC(=O)NC2CCCC2)nc2ccccc2c1=O
 : i | i
105: COc1ccc(F)cc1S(=O)(=O)N1CCCC(C)C1 (stereo not given)
 : i | i
106: CCOC(=O)NC(Cc1c[nH]c2ccccc12)C(=O)NCCc1ccc(S(N)(=O)=O)cc1 (stereo not given)
 : i | i
107: CCOc1cc(C(=S)N2CCN(C)CC2)ccc1OCC(=O)N1CCOCC1
 : i | i
108: CCC1C(=O)N=C(SCC(=O)Nc2nc3ccccc3s2)NC1=O (stereo not given)
 : i | i
109: O=C(/C=C1\NCC2c3ccccc3CCN2C1=O)c1ccccc1 (stereo not given)
 : i | i
110: Oc1ccc(Br)cc1-c1n[nH]c(=S)n1Cc1ccccc1
 : i | i
111: COc1ccc(C)c2sc(N(CCN(C)C)C(=O)c3cccc(N4C(=O)CCC4=O)c3)nc12
 : i | i
112: Cc1cccn2c(=O)c3cc(C(=O)O)n(C)c3nc12
 : i | i
113: CCn1c(COC(=O)CNC(=O)c2ccccc2F)nc2cc(S(=O)(=O)N(C)C)ccc21
 : i | i
114: CCN(CC)C(=O)N1CCn2c(nc3ccccc32)C1
 : i | i
115: CCCc1nc2oc3c(NCC(C)O)ncnc3c2c2c1CCCC2 (stereo not given)
 : i | i
116: c1ccc(NCc2cccnc2)cc1
 : i | i
117: COc1cccc(NC(=O)CNC(=O)[C@@H]2Cc3ccccc3CN2C(=O)OC(C)(C)C)c1
 : i | i
118: CCN(c1ccc(OCC(=O)OCC(=O)Nc2ccc(F)c(F)c2F)cc1)S(=O)(=O)c1ccccc1
 : i | i
119: COc1cccc(CC(=O)OCC(=O)NNC(=O)c2ccc([N+](=O)[O-])cc2)c1
 : i | i
120: CC(C)(C)c1nn2cnnc2n(/N=C/c2cccc3ccccc23)c1=O
 : i | i

# Next part.
# Results follow in this order: CHT allo act | CHT inh
121: C[C@H](NC(=O)OC(C)(C)C)C(=O)NCC1CCC(C(=O)N[C@@H](Cc2ccccc2)C(=O)O)CC1 (stereo not given in full)
 : i | i
122: CS(=O)(=O)c1ccc(C(=O)NCc2ccc(F)cc2)cc1
 : i | i
123: NC1=NC(=O)/C(=C/c2ccccc2OS(=O)(=O)c2ccccc2)S1
 : i | i
124: O=[N+]([O-])c1cccc(/C=C/c2ccncc2)c1
 : i | i
125: O=C(CN1CCC(O)(c2ccccc2)CC1)Nc1ccc2c(c1)OCCO2
 : i | i

# Some of these compounds in order of length of the SMILES, rising:
# Results follow in this order: CHT allo act | CHT inh
122: CS(=O)(=O)c1ccc(C(=O)NCc2ccc(F)cc2)cc1
 : i | i
125: O=C(CN1CCC(O)(c2ccccc2)CC1)Nc1ccc2c(c1)OCCO2
 : i | i
123: NC1=NC(=O)/C(=C/c2ccccc2OS(=O)(=O)c2ccccc2)S1
 : i | i

# Record cards (already shown):
# O=C(CN1CCC(O)(c2ccccc2)CC1)Nc1ccc2c(c1)OCCO2 is listed with CHT allo act: i; CHT inh: i
# C[C@H](NC(=O)OC(C)(C)C)C(=O)NCC1CCC(C(=O)N[C@@H](Cc2ccccc2)C(=O)O)CC1 (stereo not given in full) is listed with CHT allo act: i; CHT inh: i

# Screening data deposited in PubChem by Johns Hopkins Ion Channel Center.
